Source: PubChem (National Center for Advancing Translational Sciences (NCATS))
MCF10A rerep: inducers of DNA re-replication in MCF 10A breast cells. MCF 10A DNA re-replication, Hoechst nuclear intensity, 48 h. Potency, µM (top dose mostly 46.1 µM), without a hit: top-dose activity, positive = re-replication, usual class: activators. 350,000 compounds, 2.9% hits; also: % of control where 0% means no effect; nearly all actives have a fitted effect of over 50% in size
EPAC2 antagonist: blocks human EPAC2 exchange factor; Potency, µM (doses to about 114 µM), without a hit: at the top dose activity, negative = inhibition, actives largely listed as inhibitors; AID 720708; 360,000 compounds, 0.18% hits; Q8WZA2; EPAC2 GEF exchange of Rap1B-BODIPY-GDP, fluorescence; also: % is scaled to controls: 0 for no effect and ±100 for the full control effect; nearly all actives have a fitted effect of over 45% in size; many of its hits are not listed in these tables
Target sequence (Q8WZA2 whole entry, looked up): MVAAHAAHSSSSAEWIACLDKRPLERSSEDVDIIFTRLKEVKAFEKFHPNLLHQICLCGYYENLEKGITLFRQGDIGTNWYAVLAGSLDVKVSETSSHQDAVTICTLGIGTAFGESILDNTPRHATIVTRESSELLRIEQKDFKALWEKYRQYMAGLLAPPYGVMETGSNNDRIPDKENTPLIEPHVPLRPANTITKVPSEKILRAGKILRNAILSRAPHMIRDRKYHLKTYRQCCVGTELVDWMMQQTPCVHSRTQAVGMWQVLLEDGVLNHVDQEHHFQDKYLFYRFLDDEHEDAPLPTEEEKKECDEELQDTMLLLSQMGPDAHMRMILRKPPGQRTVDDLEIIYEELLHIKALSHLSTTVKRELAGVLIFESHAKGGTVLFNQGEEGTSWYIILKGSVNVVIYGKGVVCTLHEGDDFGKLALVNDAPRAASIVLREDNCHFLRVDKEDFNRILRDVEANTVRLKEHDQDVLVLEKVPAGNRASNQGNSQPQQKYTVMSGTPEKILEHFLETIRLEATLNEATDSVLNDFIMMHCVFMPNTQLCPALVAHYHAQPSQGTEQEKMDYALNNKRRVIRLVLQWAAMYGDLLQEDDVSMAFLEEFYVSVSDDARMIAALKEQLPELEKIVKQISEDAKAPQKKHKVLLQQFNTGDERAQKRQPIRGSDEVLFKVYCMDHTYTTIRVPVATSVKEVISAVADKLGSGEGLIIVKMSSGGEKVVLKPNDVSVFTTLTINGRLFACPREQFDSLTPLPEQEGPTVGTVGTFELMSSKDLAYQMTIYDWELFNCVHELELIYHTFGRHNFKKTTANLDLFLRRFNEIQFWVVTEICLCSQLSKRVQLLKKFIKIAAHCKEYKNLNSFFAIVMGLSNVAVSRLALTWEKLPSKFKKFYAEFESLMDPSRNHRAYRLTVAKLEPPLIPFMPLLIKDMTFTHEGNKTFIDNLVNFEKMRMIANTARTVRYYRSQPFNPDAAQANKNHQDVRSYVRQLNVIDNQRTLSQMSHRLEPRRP
TGFb SMAD3 inh: TGF-b pathway inhibition. Potency, µM (top dose mostly 46.1 µM), for inactives: at the top dose activity, negative = inhibition, most hits filed as inhibitors. 410,000 compounds, 1.2% hits. HepG2 CAGA-GFP TGF-b/SMAD3 reporter, GFP fluorescence, 18 h; TGF-beta stimulated, 500 pg/mL final; also: % is scaled to controls: 0 for no effect and ±100 for the full control effect; nearly all actives have a fitted effect of over 65% in size
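HEPG2 CAGA-GFP, 1000 cells/well; 2 h settle, 37 C; cpd via pin tool; TGF-b 500 pg/mL final; 18 h, 37 C; GFP imaging ex488/em500-530; %Activity normalised to -TGF-b and +DMSO controls; CRC fit, curve class.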
HepG2 tox: counter-screen for TGF-b inhibitors: cytotoxicity in HepG2 cells. 410,000 compounds, 0.76% hits. Potency, µM (titrated, usually from 46.1 µM), without a hit: at the top dose activity change, negative = cytotoxicity, actives largely listed as cytotoxic. HepG2 CAGA-GFP viability, ATP luminescence, 18 h. AID 588856; also: some results filed as inactive show a strong effect at the top dose
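CellTiter-Glo luminescence gave cytotoxicity after 18 hours at 37 degrees C. The cells were HepG2 CAGA-GFP in 1% FBS DMEM, stimulated with 500 pg/mL TGF-beta after compound addition. %Activity was normalised to no-cell wells (complete cell-killing) and DMSO (no toxicity), and curves were fitted and classified.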
Nrf2 block: Nrf2 pathway inhibition; A549 ARE-Fluc reporter, luciferase luminescence, 18-24 h; Potency, µM (series often up to 46 µM), without a hit: at the highest dose activity change, negative = inhibition, most hits filed as inhibitors; 360,000 compounds, 2.1% hits; also: % is scaled to controls: 0 for no effect and ±100 for the full control effect; nearly all actives have a fitted effect of over 60% in size
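A549 ARE_Fluc cells, 5000/well, 5% FBS OPTI-MEM; compounds in dose-response, 18-24 h at 37 °C/5% CO2; CellTiter-Fluor viability read (Ex 405/Em 525), then BugLite luciferase luminescence = Nrf2 activity.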
Nrf2 activator: activators of Nrf2 (ARE) signaling; Potency, µM (series often up to 46.1 µM), without a hit: at the highest dose activation, actives largely listed as activators; AREc32 ARE-luciferase reporter (MCF7-derived line), luminescence, 24 h; 410,000 compounds, 0.31% hits; also: % of control where 0% means no effect; nearly all actives have a fitted effect of over 65% in size
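Quantitative high-throughput format: AREc32 reporter cells, 1000 per well, received compound by pin transfer and were incubated 24 hr at 37 deg C, 5% CO2, before Steady-Glo luminescence detection.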
A549 tox: counter-screen for Nrf2 inhibitors: cytotoxicity in A549 cells. 390,000 compounds, 0.16% hits. Potency, µM (titrated, usually from 46 µM), without a hit: top-dose activity change, negative = cytotoxicity, most hits filed as inhibitors. A549 ARE-Fluc cells, CellTiter-Fluor viability, 18-24 h; also: % is scaled to controls: 0 for no effect and ±100 for the full control effect
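Cytotoxicity counterscreen: CellTiter-Fluor fluorescence was measured in A549 ARE_Fluc cells after 18-24 h of compound exposure in a concentration series. The subsequent BugLite luminescent read reports ARE-luciferase activity.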
ATXN viability: viability counter-screen for ATXN expression inhibitors; S2 cells (HEK-293 line with an ATXN2-luciferase reporter) viability, CellTiter-Fluor protease fluorescence, 24 h; Potency, µM (series often up to 56.7 µM), actives largely listed as cytotoxic; 400,000 compounds, 0.49% hits; AID 651635; also: nearly all actives have a fitted effect of over 40% in size
ATXN2 expr inh: ATXN2 expression inhibition. HEK-293 ATXN2-luciferase reporter, luminescence, 24 h. Potency, µM (top dose mostly 57 µM), for inactives: top-dose activity change, negative = inhibition, hits mostly inhibitors. 360,000 compounds, 0.72% hits; also: % is scaled to controls: 0 for no effect and ±100 for the full control effect; nearly all actives have a fitted effect of over 55% in size
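ATXN2-luciferase reporter cells (luciferase flanked by upstream and downstream ATXN2 gene portions) were treated 24 h at 37 °C with compounds at up to 57 uM. SteadyGlo luminescence gave expression; GF-AFC fluorescence gave viability.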
* marks the source's active call; other numbers are inactive results; i = inactive; ? = inconclusive; · = not tested or not shown; & = joins results of further samples; [ ] = dose if it differs, or a comment. Calls follow the shape of the dose curve; as a rule, active = well fitted curve in the direction sought with a large enough effect; inconclusive = small, poorly fitted or top-dose-only effect, or another doubt; inactive = no such curve, though single readings can be large; an effect the other way counts as inactive or inconclusive. Potency is read from the fitted curve at half-maximal effect. An excerpt; the hit share may differ from the screen's.

Order of values: MCF10A rerep, EPAC2 antagonist, TGFb SMAD3 inh, HepG2 tox, Nrf2 block, Nrf2 activator, A549 tox, ATXN viability, ATXN2 expr inh
1	C[C@H](CO)N1C[C@H](C)[C@@H](CN(C)C(=O)NC2CCCCC2)Oc2ccc(NC(=O)CCC(F)(F)F)cc2C1=O
    9%, -13%, -3%, 1%, -9%, 0.4%, 1%, i, 0%
2	COc1ccccc1N1CCN(CC(=O)Nc2ccc(S(=O)(=O)N3CCCCCC3)cc2)CC1
    3%, -9%, ?, -26%, ?, -0.2%, -17%, i, -32%
3	O=C1CC2C(=O)NCCN2C(=NC(=O)c2ccccc2)N1 (configuration not stated)
    -1%, 7%, -2%, 15%, 5%, 0.4%, -1%, i, -15%
4	Nc1nc2ncccc2cc1C(=O)NC1CCCCC1
    ·, 1%, ·, ·, ·, -0.7%, ·, i, 8%
5	CCCOc1ccc(-c2nnn(CC(=O)N3CCCCC3)n2)cc1
    -2%, -17%, 21%, 13%, ?, 3.2%, 9%, i, ·
6	COc1ccc(C(=O)Nc2scc(-c3ccc(Cl)cc3Cl)c2C(N)=O)cc1
    14%, 6%, -18%, -1%, 21%, 0.4%, -6%, i, 2%
7	COc1cc(C)cc2oc(=O)c(CC(=O)NCc3cccc(Cl)c3)c(C)c12
    ·, ·, 27%, -8%, ?, -0.1%, -7%, i, 5%
8	O=C(COC(=O)c1ccc2c(c1)OCCO2)NCc1ccccc1Cl
    1%, -4%, 4%, 9%, 6%, -0.8%, 2%, i, -10%
9	CCCn1c(SCC(=O)N(C)CC(=O)Nc2ccc(Cl)cc2)n[nH]c1=O
    -13%, 5%, -7%, -15%, 0%, -0.1%, 0%, i, -11%
10	CN(C)C(=O)c1cnc(Sc2ncc(C(F)(F)F)cc2Cl)n1C
    4%, 5%, -14%, 3%, ?, -0.1%, 9%, i, 4%
11	O=C(CN1CCOCC1)Nc1cccc(C(=O)Nc2cccc(C(F)(F)F)c2)c1
    1%, 2%, -17%, -15%, -28%, -0.1%, 0%, i, -22%
12	COc1ccc(N(CC(=O)NC2CCCC2)C(=O)Cn2nnc(-c3ccc(C)o3)n2)cc1
    1%, -6%, 17%, 8%, -8%, 0.2%, 4%, i, -12%
13	Cc1ccc(NC(=O)CC2SC(=O)NC2=O)cc1 (configuration not stated)
    13%, 4%, -4%, -19%, 2%, 4.2%, 0%, i, -14%
14	O=S(=O)(c1ccccc1)c1ccccc1/C=N\O
    11%, -4%, 0%, -12%, ·, 0.3%, 15%, i, 2%
15	Cc1ccccc1OC(C)C(=O)N1CCN(c2ccccn2)CC1 (configuration not stated)
    15%, -3%, -6%, -6%, 3%, -0.7%, 1%, i, 0%
16	CCN1C(=O)c2cccc3c(NC(=O)c4ccccc4)ccc1c23
    0%, 29%[57.1 µM], 21%, 0%, -23%, 20%, -5%, i, 53%[activator]
17	Oc1[nH]c2ccccc2c1C=NCC1CCCO1 (configuration not stated)
    -5%, 3%, 13%, -6%, 7%, 8.0%, 0%, i, 12%
18	CC(C)c1ccc(-c2noc(C3CCCN(C(=O)c4ccc(F)cc4F)C3)n2)cc1 (configuration not stated)
    12µM*, -22%, ?, -32%, ?, 5.7%, -22%, i, 4%
19	Cc1cc(SCNC(=O)c2ccccc2)ncn1
    ?, 8%, -5%, -7%, 7%, -0.2%, 6%, i, 9%
20	CCCN(C(=O)CN1C(=O)NC2(CCCCCC2)C1=O)C1CCS(=O)(=O)C1 (configuration not stated)
    9%, -3%, 3%, 6%, -14%, -0.4%, -1%, ?, 6%[11.3 µM]
21	Cc1ccc(SCCCCN2CCNCC2)cc1
    ?, 4%, -1%, -2%, 15%, 1.7%, 5%, i, 2%
22	CCN=C1Sc2nc3ccc(OCC)cc3cc2CN1CCOC
    27%, -20%, -1%, -21%, ?, 0.1%, -3%, i, -19%
23	CCOC(=O)c1ccc2c(c1)sc(=NC(=O)c1ccco1)n2CCOC
    0%, 10%, ?, 0%, -4%, 3.9%, -1%, ?, -29%
24	CC(NC(=O)CSc1n[nH]c(N)n1)c1ccccc1 (configuration not stated)
    -4%, 1%, -2%, 4%, -5%, -0.4%, -12%, i, 9%
25	Cc1ccc(-n2nc3ccc(NC(=O)COc4ccccc4C)cc3n2)cc1
    ·, ·, -6%, -1%, 10%, 3.0%, 0%, i, 18%
26	COCCCNCC(=O)Nc1sc(C)c(C)c1C(=O)OC
    3%, 7%, -28%, 5%, 22%, -0.2%, 2%, i, -6%
27	CCN(CC)CCCNc1ccc(-c2nnc(-c3ccc(OCC(C)C)cc3)o2)cn1
    ?, -10%, 19%, -16%, ?, -0.1%, ?, i, -31%
28	CN(C)C(=O)CSC1c2ccccc2C(=O)N1c1ccccc1 (configuration not stated)
    2%, -1%, 21%, 2%, -20%, 0.0%, -6%, i, -6%
29	C[C@@H](CSc1ccc(Br)cc1)CN1CC[C@H](C(C)(C)C)CCC1=O
    28%, ?, ?, -54%&-36%, ?, 3.8%, 3%, ?, ?
30	Cc1nn(-c2ccccc2)c(Cl)c1/C=C1\SC(=S)NC1=O
    10µM*, ?, -19%, -35%, ?, 4.5%, -17%, ?, 9%
31	Cc1cccc(S(=O)(=O)C(C#N)c2nc3ccccc3nc2N2CCOCC2)c1 (configuration not stated)
    ?, 7%, 7%, -26%, ?, -0.4%, -19%, i, -7%
32	Cc1cccc(NC(=O)c2cccc(NC3=NC4CS(=O)(=O)CC4S3)c2)c1 (configuration not stated)
    -2%, -7%, 0%, -4%, 14%, 0.2%, 4%, i, 6%
33	Cc1nn(-c2ccccc2)c(OC(=O)c2ccc(F)cc2)c1S(=O)(=O)c1ccccc1
    ·, ·, 1%, -3%, 0%, -1.1%, 1%, i, -6%
34	CCC(CC)C(=O)N=C1SC2CS(=O)(=O)CC2N1CCc1ccc(OC)c(OC)c1 (configuration not stated)
    -3%, -1%, 18%, 12%, -2%, 0.0%, 0%, i, -1%
35	CN(C)C(=O)CSc1cccc2cccnc12
    ?, 3%, ?, 7.1µM*, ·, ?, -3%, ?, ?
36	CCCCOCCCNC(=O)C[C@@H]1C[C@@]2(C(=O)OCC)CCC=C2N(CCC2=CCCCC2)C1=O
    ·, 1%, ·, ·, ·, 6.9%, ·, i, -14%
37	O=C(c1ccc(F)cc1F)N1CCN(c2ccccn2)CC1
    -1%, -1%, 5%, 3%, -2%, -0.7%, 0%, i, -10%
38	COc1ccc(NC(=O)CSc2ncc3c(n2)-c2cc(Cl)ccc2N(Cc2ccccc2F)S3(=O)=O)cc1
    ·, ·, 11%, -14%, ?, 0.3%, 1%, i, -2%
39	Cc1ccc(NC(=O)Cn2nc(C(=O)O)c3ccccc3c2=O)cc1S(=O)(=O)N1CCOCC1
    -5%, 2%, 4%, 1%, 5%, -0.1%, 2%, i, ·
40	CCn1c(=N)n(CC(O)COc2ccc(C)cc2)c2ccccc21 (configuration not stated)
    -38%[inhibitor], -1%, 3%, -14%, -3%, 3.7%, -1%, i, -31%

Just HepG2 tox, Nrf2 activator and MCF10A rerep, for 3 of the compounds above:
No.	mol	HepG2 tox	Nrf2 activator	MCF10A rerep
37	O=C(c1ccc(F)cc1F)N1CCN(c2ccccn2)CC1	3%	-0.7%	-1%
38	COc1ccc(NC(=O)CSc2ncc3c(n2)-c2cc(Cl)ccc2N(Cc2ccccc2F)S3(=O)=O)cc1	-14%	0.3%	·
39	Cc1ccc(NC(=O)Cn2nc(C(=O)O)c3ccccc3c2=O)cc1S(=O)(=O)N1CCOCC1	1%	-0.1%	-5%

(listing goes on)
Order of values: MCF10A rerep, EPAC2 antagonist, TGFb SMAD3 inh, HepG2 tox, Nrf2 block, Nrf2 activator, A549 tox, ATXN viability, ATXN2 expr inh
41	O=C(Nc1cccc(OC(F)(F)F)c1)C1Cc2c(-c3cccc(F)c3)ccnc2O1 (configuration not stated)
    ·, ?, ?, -24%, ·, -2.0%, ·, ?, ?
42	CCN(CC)CCNC(=O)c1cc2c(=O)n(CC)c3ccccc3c2s1
    6%, 11%, 0%, -12%, -12%, 4.4%, -2%, i, -18%
43	Cc1c(Cl)cnc(NC(=O)COC(=O)C(NC(=O)c2ccco2)C(C)C)c1Cl (configuration not stated)
    -2%, 12%, -8%, 4%, ?, 0.6%, 0%, i, 3%
44	COc1ccc(N2CCN(C(=O)c3cccc(NS(=O)(=O)c4cccc(F)c4)c3)CC2)cc1
    ?, -5%, -1%, 3%, ?, -0.1%, 0%, i, 4%
45	CCCN1CCN(C(=O)c2cc3c(s2)-c2ccccc2OC3)CC1
    16%, 4%, 5%, -38%, ?, -1.2%, 4%, i, 26%
46	CC(C1SC(=S)NC1=O)C1SC(=S)NC1=O (configuration not stated)
    ·, -16%, 13%, 0%, ·, 0.2%, ·, i, ·
47	O=C(Nc1cccc(Cl)c1)Nc1ccc(Br)cc1F
    ?, 4%, ?, -50%, ?, 1.9%, ?, ?, -19%
48	CC(=O)c1ccc(-c2cnc3c(NC=O)cc(-c4ccc(C(=O)NC5CC5)cc4)cn23)cc1
    ·, -4%, ?, 5%, ·, 5.4%, ·, ?, ?
49	CCOCCCN(C(=O)c1snc(C(N)=O)c1N)C(C(=O)NCCC(C)C)c1ccc(F)cc1 (configuration not stated)
    -7%, -5%, 0%, -2%, -4%, -0.5%, -2%, ?, ·
50	CCCn1c2ccccc2c2cnn(CC(=O)N(CCCOC)Cc3ccco3)c(=O)c21
    ·, ·, -36%, -20%, ?, 3.2%, -1%, ?, -29%
51	Cc1ccnc(NS(=O)(=O)c2ccc(NC(=O)C3CCCCC3)cc2)n1
    0%, 7%, 2%, -2%, -14%, -0.6%, -6%, i, 1%
52	CCc1nnc(NC(=O)CSc2nnc(CNc3ccc(Cl)cc3)o2)s1
    12%, -3%, -8%, -12%, ?, 2.9%, -9%, i, 8%
53	COc1cc(C2c3c(oc4ccccc4c3=O)C(=O)N2CCN2CCOCC2)cc(OC)c1OC (configuration not stated)
    -2%, 0%, 20%, -3%, ?, 0.3%, -8%, i, -10%
